TrxR1 substrate = is turned over as a substrate by rat TrxR1; O89049; purified TrxR1 substrate turnover, NADPH consumption readout; Potency, µM (doses to about 114 µM), for inactives: at the top dose activity change, negative = substrate turnover; actives 0.01% (n = 390,000); also: % is scaled to controls: 0 for no effect and ±100 for the full control effect; nearly all actives have a fitted effect of over 50% in size
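Rat TrxR1, dispensed at 90 nM, was prereduced with 400 uM NADPH (final) for 5 min at ~22 deg C, then incubated with compound 15 min before 400 uM selenite. A first-read NADPH fluorescence drop versus no-compound background flagged substrates.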
12-LOX inh = blocks human arachidonate 12S-lipoxygenase; P18054; purified 12hLO, xylenol orange hydroperoxide absorbance; Potency, µM (titrated, usually from 108 µM), for the others: at the highest dose activity change, negative = inhibition, hits mostly inhibitors; actives 1.1% (n = 580,000); also: % is scaled to controls: 0 for no effect and ±100 for the full control effect
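Hydroperoxide product was detected by ferrous iron/xylenol orange as the 573 to 405 nm absorbance ratio. Arachidonic acid at 40 uM (final) was turned over for 30 min at room temperature by 150 nM human 12hLO, pH 7.0 Hepes buffer, after 15 min compound preincubation.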
USP1 inh = inhibitors of human USP1/UAF1 deubiquitinase; O94782; recombinant USP1/UAF1, Ub-Rhodamine cleavage fluorescence; Potency, µM (doses to about 57.1 µM), without a hit: at the highest dose activity change, negative = inhibition, hits mostly inhibitors; actives 0.23% (n = 390,000); also: % is scaled to controls: 0 for no effect and ±100 for the full control effect; nearly all actives have a fitted effect of over 60% in size; inactives centre near -12
Target sequence (O94782 whole entry, looked up): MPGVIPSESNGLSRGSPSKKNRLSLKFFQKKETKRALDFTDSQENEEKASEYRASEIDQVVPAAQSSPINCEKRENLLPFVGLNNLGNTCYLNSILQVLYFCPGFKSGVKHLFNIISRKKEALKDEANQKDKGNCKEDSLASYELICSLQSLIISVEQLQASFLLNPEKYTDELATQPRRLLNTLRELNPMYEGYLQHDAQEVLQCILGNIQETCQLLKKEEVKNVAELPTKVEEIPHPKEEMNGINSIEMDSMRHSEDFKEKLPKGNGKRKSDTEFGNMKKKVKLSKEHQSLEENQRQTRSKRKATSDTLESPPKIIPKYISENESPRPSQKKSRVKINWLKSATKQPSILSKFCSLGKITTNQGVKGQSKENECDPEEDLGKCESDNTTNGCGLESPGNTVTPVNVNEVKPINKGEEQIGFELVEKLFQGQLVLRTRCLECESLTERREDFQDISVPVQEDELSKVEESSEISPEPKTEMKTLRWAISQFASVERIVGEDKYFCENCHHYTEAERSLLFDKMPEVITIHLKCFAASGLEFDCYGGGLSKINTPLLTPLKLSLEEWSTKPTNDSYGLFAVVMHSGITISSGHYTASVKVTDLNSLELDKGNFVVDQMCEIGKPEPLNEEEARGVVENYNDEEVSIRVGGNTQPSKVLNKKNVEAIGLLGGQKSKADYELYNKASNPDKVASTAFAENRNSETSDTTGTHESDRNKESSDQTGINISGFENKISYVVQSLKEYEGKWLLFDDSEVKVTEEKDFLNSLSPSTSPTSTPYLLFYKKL
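USP1/UAF1 complex (1 nM) preincubated 15 min at room temperature with compound, then Ub-Rho substrate (150 nM final) added. Kinetic fluorescence at 480/540 nm over 6 reads at 60 s intervals; 50 mM HEPES pH 7.8, 0.5 mM EDTA, 0.1 mg/ml BSA, 1 mM TCEP, 0.01% Tween-20.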
mIDH1 inhibitor = blocks human mutant IDH1 R132H enzyme | O75874 | IDH1-R132H enzyme, NADPH consumption, diaphorase/resazurin fluorescence | Potency, µM (highest dose often 76.6 µM), inactives show at the top dose activity change, negative = inhibition, most hits filed as inhibitors | actives 0.093% (n = 390,000); also: % is scaled to controls: 0 for no effect and ±100 for the full control effect; nearly all actives have a fitted effect of over 65% in size
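IDH1-R132H (0.5 ug/mL) preincubated 30 min with compound, then NADPH (0.016 mM) and alpha-KG (2 mM) added; 80 min at RT, pH 7.5. Remaining NADPH coupled via diaphorase/resazurin to fluorescence (540/590 nm); concentration-response curves normalized to no-enzyme control.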
RGS4 inh = blocks human RGS4-accelerated GTP hydrolysis. P49798. Transcreener GDP fluorescence polarization, RGS4-accelerated GTP hydrolysis. Potency, µM (highest dose often 114 µM), without a hit: at the top dose activity change, negative = inhibition, usual class: inhibitors. actives 0.039% (n = 390,000). AID 504845; also: % is scaled to controls: 0 for no effect and ±100 for the full control effect; nearly all actives have a fitted effect of over 75% in size; some results filed as inactive show a strong effect at the top dose
Target sequence (P49798 whole entry, looked up): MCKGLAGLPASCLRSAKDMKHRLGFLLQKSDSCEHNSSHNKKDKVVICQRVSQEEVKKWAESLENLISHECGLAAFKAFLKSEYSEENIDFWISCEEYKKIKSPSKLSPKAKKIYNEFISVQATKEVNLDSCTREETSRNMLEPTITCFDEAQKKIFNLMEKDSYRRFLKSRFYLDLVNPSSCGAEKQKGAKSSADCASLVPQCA
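MLSMR compounds (23 nl, pin-transferred) preincubated 10 min at room temperature with a 500nM (2x) first reagent, then RGS4 at 900nM (2x) plus Transcreener GDP mix added; fluorescence polarization (620/688 nm) read before and after 90 min at 30 °C.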
Vif-A3G inh = inhibitors of Vif-APOBEC3G interaction; actives 0.076% (n = 410,000); HeLa A3G-eYFP + Vif (tagged APOBEC3G with the HIV-1 protein that degrades it), YFP fluorescence, overnight; Potency, µM (titrated, usually from 46.1 µM), for the others: at the highest dose activity, negative = active, usual class: inhibitors; AID 602310;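 also: % is scaled to controls: 0 for no effect and ±100 for the full control effect; nearly all actives have a fitted effect of over 60% in size; hits raise eYFP signal because A3G escapes Vif-driven loss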
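Read-out is eYFP fluorescence (Ex 488/Em 500-530) from Vif-expressing HeLa A3G-eYFP cells; more signal means A3G escaped Vif-mediated degradation. Cells plated overnight, compound pinned in, incubated overnight at 37 deg C.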
TrxR1 inh = inhibitors of rat thioredoxin reductase 1; O89049; recombinant rTrxR1, NADPH fluorescence consumption, selenite substrate; Potency, µM (titrated, usually from 114 µM), for the others: top-dose activity change, negative = inhibition, actives largely listed as inhibitors; actives 1% (n = 390,000); also: % is scaled to controls: 0 for no effect and ±100 for the full control effect; nearly all actives have a fitted effect of over 65% in size
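Rat TrxR1 (90 nM in the dispensed reagent) was pre-reduced with 400 uM NADPH for 5 min at room temperature, then incubated with compound for 15 min. After 400 uM selenite was added, NADPH fluorescence (Ex 340/Em 450 nm) was followed for 8 min.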
Vif-APOBEC3F blk = blocks the Vif interaction with APOBEC3F; HeLa A3F-eYFP + Vif (tagged APOBEC3F with the HIV-1 protein that degrades it), YFP fluorescence increase; Potency, µM (highest dose often 46.1 µM), inactives show top-dose activity, negative = active; actives 0.2% (n = 390,000); AID 602313; also: % of control where 0% means no effect; nearly all actives have a fitted effect of over 65% in size
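HeLa cells stably expressing A3F-eYFP plus Vif, plated and incubated overnight at 37 deg C, then exposed to compounds overnight at 37 deg C. Blocked degradation read as raised yellow fluorescence (Ex 488/Em 500-530).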
RXFP1 ag = activates the human relaxin receptor RXFP1; Q9HBX9; HEK293T-RXFP1 cAMP TR-FRET, 30 min; response scale: percent of porcine relaxin response, buffer zero; Potency, µM (doses to about 57.5 µM), inactives show top-dose activation, actives largely listed as activators; actives 0.3% (n = 370,000); AID 2676; also: % is scaled to controls: 0 for no effect and ±100 for the full control effect; nearly all actives have a fitted effect of over 60% in size; many of its hits are not listed in these tables
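Agonist response is measured as cAMP accumulation in an RXFP1-transfected HEK293T line under PDE4 inhibition. Values are scaled between buffer-only and 29 nM porcine relaxin, and EC50s come from standard Hill equation fits.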
Numbers without * were called inactive; ? = inconclusive; . = no result given; & = joins results of further samples; [ ] = another dose, or the depositor's remark. Calls follow the shape of the dose curve; as a rule, active = well fitted curve in the direction sought with a large enough effect; inconclusive = small, poorly fitted or top-dose-only effect, or another doubt; inactive = no such curve, though single readings can be large; an effect the other way counts as inactive or inconclusive. Potency is read from the fitted curve at half-maximal effect. An excerpt; rates above refer to the full screens.

Each structure is followed by: TrxR1 substrate	12-LOX inh	USP1 inh	mIDH1 inhibitor	RGS4 inh	Vif-A3G inh	TrxR1 inh	Vif-APOBEC3F blk	RXFP1 ag
O=S(=O)(NCC(c1ccco1)N1CCOCC1)c1ccc(Cl)cc1 (stereo not given)
→ 4%[57.1 µM]	0%&0%	-27%&-3%	0%&4%	2%&17%	-1%&3%	12%[57.1 µM]	-1%&-6%	0.1%&0.2%
O=C(c1cccs1)N1CCN(c2nc3ccc([N+](=O)[O-])cc3s2)CC1
→ -3%	-16%	-14%	-6%	-5%	0%	2%	1%	4.9%
COCC(=O)Nc1cc([N+](=O)[O-])ccc1OC
→ -6%	-2%	-8%	-7%	-7%	-3%	5%	1%	6.6%
CCOc1ccc(CNC(=O)Cn2cc3c(n2)-c2c(oc(C(=O)N4CCCC4)c2C)CC3)cc1
→ -4%	-7%	?	-2%	-3%	0%	1%	-1%	-0.8%
COc1ccc(OCCC(=O)N2CCN(C)CC2)cc1
→ 11%	0%	-31%	4%	11%	0%	21%	-12%	0.9%
Cc1cc(NC(=O)CCC(=O)N(c2ccccc2)C(C(=O)NC(C)(C)C)c2ccccc2Cl)no1 (stereo not given)
→ 4%[57.1 µM]	3%	-11%	-16%	-36%	-6%	-4%[57.1 µM]	-11%	1.0%
CC[C@@H](C)[C@@H]1CN([C@@H](C)CN2CCC[C@H]2CN2C(N)=NC[C@@H]2Cc2ccccc2)C(=N)N1CCCC1CCCC1
→ 13%[57.1 µM]	?	13%	3%	15%	1%	8%[57.1 µM]	0%	.
CCC1(COC(NC(=O)c2cccnc2)(C(F)(F)F)C(F)(F)F)COC1
→ -6%	-8%	-12%	6%	-18%	1%	-2%	-7%	-0.3%
CCOC(=O)NC1(C(F)(F)F)NC(=O)N(c2ccc(F)cc2)C1=O (stereo not given)
→ 1%	-9%	-4%	-3%	32%	0%	13%	12%	-0.2%
O=C(NCc1ccccc1)c1ccc(S(=O)(=O)N2CCCCCC2)cc1
→ .	?	-26%	-5%	.	-1%	.	-4%	.

Nothing new here: an excerpt of the list.
Each structure is followed by: TrxR1 substrate	12-LOX inh	USP1 inh	mIDH1 inhibitor	RGS4 inh	Vif-A3G inh	TrxR1 inh	Vif-APOBEC3F blk	RXFP1 ag
CCC1(COC(NC(=O)c2cccnc2)(C(F)(F)F)C(F)(F)F)COC1
→ -6%	-8%	-12%	6%	-18%	1%	-2%	-7%	-0.3%
CCOC(=O)NC1(C(F)(F)F)NC(=O)N(c2ccc(F)cc2)C1=O (stereo not given)
→ 1%	-9%	-4%	-3%	32%	0%	13%	12%	-0.2%
O=C(NCc1ccccc1)c1ccc(S(=O)(=O)N2CCCCCC2)cc1
→ .	?	-26%	-5%	.	-1%	.	-4%	.

One compound at a time (already shown). Order of values: TrxR1 substrate, 12-LOX inh, USP1 inh, mIDH1 inhibitor, RGS4 inh, Vif-A3G inh, TrxR1 inh, Vif-APOBEC3F blk, RXFP1 ag
O=C(NCc1ccccc1)c1ccc(S(=O)(=O)N2CCCCCC2)cc1 reads ., ?, -26%, -5%, ., -1%, ., -4%, .
CCC1(COC(NC(=O)c2cccnc2)(C(F)(F)F)C(F)(F)F)COC1 reads -6%, -8%, -12%, 6%, -18%, 1%, -2%, -7%, -0.3%
CCOc1ccc(CNC(=O)Cn2cc3c(n2)-c2c(oc(C(=O)N4CCCC4)c2C)CC3)cc1 reads -4%, -7%, ?, -2%, -3%, 0%, 1%, -1%, -0.8%
CC[C@@H](C)[C@@H]1CN([C@@H](C)CN2CCC[C@H]2CN2C(N)=NC[C@@H]2Cc2ccccc2)C(=N)N1CCCC1CCCC1 reads 13%[57.1 µM], ?, 13%, 3%, 15%, 1%, 8%[57.1 µM], 0%, .

Look-ups from the results shown:
COc1ccc(OCCC(=O)N2CCN(C)CC2)cc1 | RXFP1 ag: 0.9%
Cc1cc(NC(=O)CCC(=O)N(c2ccccc2)C(C(=O)NC(C)(C)C)c2ccccc2Cl)no1 (stereo not given) | mIDH1 inhibitor: -16%

Next part
Each structure is followed by: TrxR1 substrate	12-LOX inh	USP1 inh	mIDH1 inhibitor	RGS4 inh	Vif-A3G inh	TrxR1 inh	Vif-APOBEC3F blk	RXFP1 ag
C#CCOCCOCCOCCNc1nc(N2CCN(C(=O)Cn3cc(CC(C)O)nn3)CC2)nc(N2CCN(C(=O)[C@H](CCCCN)n3cc(CC(C)O)nn3)CC2)n1 (stereo not given in full)
→ 3%	?	-28%	-3%[38.3 µM]	4%	2%	-1%	-2%	.
COc1cccc(CNC(=O)c2cccc(-n3c(C)nc4cccnc43)c2C)c1
→ 2%	-7%	-7%	5%	6%	6%	9%	1%	0.2%
CCOC(=O)Cc1nnc(NC(=O)CSc2nncn2C)s1
→ 9%	4%[57.4 µM]	12%	-2%	6%	1%	18%	6%	2.2%
Cc1ccc(-n2c(C)cc(C(=O)NS(=O)(=O)c3ccc(C)cc3)c2C)cc1
→ 6%	-22%	-20%	-2%	-10%	-19%	17%	13%	-1.1%
O=C1CCC(C(=O)OC(C(=O)Nc2cc(Cl)cc(Cl)c2)c2ccccc2)=NN1 (stereo not given)
→ -2%	?	-20%	-2%	5%	-2%	17%	-6%	1.6%
CCC1=NN2C(=N)/C(=C\c3ccc(OCCOc4ccc(NC(C)=O)cc4)cc3)C(=O)N=C2S1
→ 1%	0%	?	2%	-12%	-9%	9%	-18%	2.3%
COc1cc(C(=O)N/N=C(\C)c2ccccn2)cc(OC)c1OC
→ 8%[57.1 µM]	?	?	10%	3%	?	7%[57.1 µM]	-4%	1.2%
O=C(NNC(=O)c1ccc2ccccc2c1)c1ccc(Cl)c(Cl)c1
→ 12%[57.1 µM]	11%	13%	-2%	-8%	6%	-6%[2.29 µM]	6%	.
CC(C)=CC(=O)N1CCC(N2CCC(C(=O)NCC3CCCO3)CC2)CC1 (stereo not given)
→ 2%	0%	-3%	6%	-8%	1%	-6%	-14%	-1.8%
CC(=O)c1ccc(N2CCN(C(=O)c3ccc(S(=O)(=O)NCc4ccco4)cc3)CC2)cc1
→ -7%[57.1 µM]	-6%	?	5%	-2%	1%	0%[2.29 µM]	1%	.

Further entries:
Each structure is followed by: TrxR1 substrate	12-LOX inh	USP1 inh	mIDH1 inhibitor	RGS4 inh	Vif-A3G inh	TrxR1 inh	Vif-APOBEC3F blk	RXFP1 ag
COc1ccc(CNc2nc(-c3cccnc3)nn2C(=O)C(C)C)cc1
→ -7%	1%	-5%	0%	30%	2%	1%	0%	0.2%
CCn1cc(C(=O)NCCCN2CCC(C)CC2)c2cc(OC)c(OC)cc2c1=O
→ -4%	3%[57.4 µM]	7%	-2%	15%	2%	-4%	-3%	2.0%
CC(Oc1ccc2ccccc2c1)C(=O)NNC(=S)NC(=O)c1ccco1 (stereo not given)
→ -12%	?	-13%	3%	-43%	0%	?	2%	0.5%
Cc1cccnc1NC(=S)Nc1ccc(Br)cc1Cl
→ 3%[57.1 µM]	11µM*	-6%	2%	-43%	-4%	?	-3%	2.0%
COc1ccc(CC(=O)Nc2nnc(CC(C)C)s2)cc1S(=O)(=O)N1CCOCC1
→ -9%	-7%	-7%	8%	-11%	-8%	-14%	-10%	0.7%
O=C(CSc1ccc2c(c1)OCCO2)NC(=O)Cc1ccccc1
→ 3%	0%	-14%	-2%	3%	0%	9%	-10%	2.7%
Cc1ccccc1N1CCN(C(=O)c2cccnc2)CC1
→ -4%[57.1 µM]	13%	-13%	5%	3%	-3%	10%[2.29 µM]	-1%	.
Cc1onc(-c2c(F)cccc2Cl)c1C(=O)Nc1ccc(S(=O)(=O)Nc2ncccn2)cc1
→ 1%	?	-3%	3%	-10%	-1%	1%	1%	0.0%
O=C(NCC1COc2ccccc2O1)C1(c2ccccc2)CCCC1 (stereo not given)
→ -7%	?	-19%	6%	-15%	3%	11%	9%	-2.7%
Clc1ccc(C2CC(c3ccccc3)Nc3ncnn32)cc1 (stereo not given)
→ -3%[57.1 µM]	494%[activator]	-14%	-5%	16%	-24%	14%[57.1 µM]	2%	-0.5%
COc1cc(O)c(C(C)=O)c(OC)c1
→ 6%	5%	-18%	7%	-47%	1%	22%	-2%	.
C=CCC(C(=O)OC)(C(=O)OC)c1ccc([N+](=O)[O-])cc1[N+](=O)[O-]
→ 4%[57.1 µM]	-3%	-20%	6%	7%	1%	5%[57.1 µM]	1%	-1.0%
CCOC(=O)C1=C(CSc2nc3c(cc2C#N)CN(C)CC3)OC(N)=C(C#N)C1c1ccncc1 (stereo not given)
→ 8%	-12%	?	2%	-33%	1%	?	-28%	3.5%
